NFkB binder = binders of NF-kB p50 subunit, primary screen, biochemical, small molecule microarray, anti-His fluorescence | Nuclear factor NF-kappa-B p105 subunit (Homo sapiens), P19838 | anti-His fluorescence binding | calls only | 17,000 compounds, 1.3% hits | AID 624139, 2012;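 active = spot fluorescence over background significantly raised, with a chance value under 7% in all four replicate spots of the compound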;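 also: probe protein is his-tagged human p50 processed subunit at 1 µg/ml; raw spot fluorescence signals with no normalization applied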
Target sequence (P19838 1-433 limits assumed): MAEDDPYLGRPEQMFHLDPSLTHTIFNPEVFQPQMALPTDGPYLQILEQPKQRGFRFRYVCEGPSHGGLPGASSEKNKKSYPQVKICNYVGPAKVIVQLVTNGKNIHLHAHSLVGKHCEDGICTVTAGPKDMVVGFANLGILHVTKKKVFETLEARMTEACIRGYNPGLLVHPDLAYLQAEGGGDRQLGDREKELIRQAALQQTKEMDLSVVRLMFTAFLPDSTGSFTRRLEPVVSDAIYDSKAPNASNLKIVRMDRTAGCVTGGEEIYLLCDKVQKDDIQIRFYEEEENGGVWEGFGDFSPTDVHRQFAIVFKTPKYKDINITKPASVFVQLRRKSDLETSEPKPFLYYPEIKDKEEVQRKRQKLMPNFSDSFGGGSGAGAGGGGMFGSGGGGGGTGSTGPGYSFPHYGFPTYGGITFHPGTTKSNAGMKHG
Calls only; i = inactive; + = active, no number. An excerpt (hit frequency here may not be typical).

The first two records as a preview:
SMILES	NFkB binder
C[C@H](CO)N1C[C@H](C)[C@H](CN(C)S(=O)(=O)c2ccc(Cl)cc2)Oc2c(NS(=O)(=O)c3cccs3)cccc2C1=O	i
COc1ccc(C#Cc2ccc3c(c2)[C@]2(C(=O)N3)[C@H](C(=O)N3CCc4cc(OC)c(OC)cc4C3)[C@H]3C(=O)O[C@H](c4ccccc4)[C@H](c4ccccc4)N3[C@@H]2c2ccccc2OCCO)cc1	i

Results (from the top)
SMILES	NFkB binder
C[C@H](CO)N1C[C@H](C)[C@H](CN(C)S(=O)(=O)c2ccc(Cl)cc2)Oc2c(NS(=O)(=O)c3cccs3)cccc2C1=O	i
COc1ccc(C#Cc2ccc3c(c2)[C@]2(C(=O)N3)[C@H](C(=O)N3CCc4cc(OC)c(OC)cc4C3)[C@H]3C(=O)O[C@H](c4ccccc4)[C@H](c4ccccc4)N3[C@@H]2c2ccccc2OCCO)cc1	i
C[C@@H]1CN([C@@H](C)CO)C(=O)Cc2cc(N(C)C)ccc2O[C@@H]1CN(C)Cc1ccncc1	i
COc1ccc(S(=O)(=O)Nc2ccc3c(c2)CC(=O)N([C@@H](C)CO)C[C@H](C)[C@H](CN(C)C)O3)cc1	i
C[C@H]1CN([C@@H](C)CO)C(=O)c2cccc(NS(=O)(=O)c3ccc(Cl)cc3)c2O[C@H]1CN(C)Cc1ccncc1	i
CCOc1ccc(NC(=O)C(C)Sc2nc3ccccc3c(=O)n2-c2cccc(C)c2)cc1 (configuration not stated)	i
CCO[C@H]1OC(C(=O)N2CCN(Cc3ccc4c(c3)OCO4)CC2)=C[C@@H](c2ccc(C(F)(F)F)cc2)[C@@H]1CCCO	i
O=C1c2ccccc2C(=O)N1Cc1cc(NS(=O)(=O)c2ccccc2)ccc1Cl	i
C[C@@H]1CN([C@H](C)CO)C(=O)CCCn2cc(nn2)CO[C@@H]1CN(C)S(=O)(=O)c1ccc(Cl)cc1	i
COc1cccc(C(=O)Nc2ccc(NC(=O)C3CCCCC3C(=O)O)cc2)c1 (configuration not stated)	i
CN1CCN(C(=O)C2=C[C@H](C3CC3)C[C@H](OCCCCO)O2)CC1	i
O=C(N1CCOCC1)[C@]1(CCS(=O)(=O)c2ccccc2)N=C(c2ccc(OCCCO)cc2)O[C@@H]1c1ccccc1	i
COc1ccc(CN(C)C[C@@H]2Oc3ccc(NC(=O)Cn4cnnn4)cc3CC(=O)N([C@H](C)CO)C[C@H]2C)cc1	i
COc1ccc(S(=O)(=O)N(C)C[C@H]2Oc3ccc(NC(=O)Cn4cnnn4)cc3C(=O)N([C@@H](C)CO)C[C@H]2C)cc1	i
Cc1noc(C)c1NC(=O)N(C)C[C@@H]1Oc2ccc(NC(=O)NC(C)C)cc2CC(=O)N([C@H](C)CO)C[C@H]1C	i
Nc1nnc(SCC(=O)Nc2ccccc2C(=O)c2ccccc2)s1	i
O=C(Nc1cccc(S(=O)(=O)N2CCCC2)c1)c1cc(-n2cnnc2)ccc1Cl	i
C[C@@H]1CN([C@H](C)CO)C(=O)c2cccc(NS(=O)(=O)c3cccs3)c2O[C@@H]1CN(C)C(=O)NC1CCCCC1	i
Cc1noc(C)c1NC(=O)N(C)C[C@@H]1OCCCC[C@@H](C)Oc2ccc(NC(=O)c3ccncc3)cc2C(=O)N([C@H](C)CO)C[C@@H]1C	i
O=C(NCCNC(=O)c1ccccc1[N+](=O)[O-])c1ccc(F)cc1	i
CNC[C@H]1OCCCC[C@@H](C)Oc2ccc(NS(=O)(=O)c3ccccc3)cc2C(=O)N([C@@H](C)CO)C[C@H]1C	i
COc1ccc(S(=O)(=O)N(C)C[C@H]2Oc3c(NC(=O)c4ccncc4)cccc3C(=O)N([C@H](C)CO)C[C@H]2C)cc1	i
COc1ccc(S(=O)(=O)N(C)C[C@H]2Oc3ccc(NS(=O)(=O)c4ccc(Cl)cc4)cc3C(=O)N([C@@H](C)CO)C[C@H]2C)cc1	i
O=c1c(O)c(-c2ccccc2)oc2cc(O)cc(O)c12	i
C[C@@H]1CCCCO[C@@H](CN(C)C(=O)Nc2ccccc2)[C@H](C)CN([C@@H](C)CO)C(=O)c2cc(NC(=O)Cc3ccccc3)ccc2O1	i

Reformatted with bars between the fields: entries from further up.
SMILES | NFkB binder
O=C(Nc1cccc(S(=O)(=O)N2CCCC2)c1)c1cc(-n2cnnc2)ccc1Cl | i
C[C@H](CO)N1C[C@H](C)[C@H](CN(C)S(=O)(=O)c2ccc(Cl)cc2)Oc2c(NS(=O)(=O)c3cccs3)cccc2C1=O | i
CCO[C@H]1OC(C(=O)N2CCN(Cc3ccc4c(c3)OCO4)CC2)=C[C@@H](c2ccc(C(F)(F)F)cc2)[C@@H]1CCCO | i
COc1ccc(S(=O)(=O)N(C)C[C@H]2Oc3ccc(NC(=O)Cn4cnnn4)cc3C(=O)N([C@@H](C)CO)C[C@H]2C)cc1 | i
CN1CCN(C(=O)C2=C[C@H](C3CC3)C[C@H](OCCCCO)O2)CC1 | i
COc1cccc(C(=O)Nc2ccc(NC(=O)C3CCCCC3C(=O)O)cc2)c1 (configuration not stated) | i
COc1ccc(C#Cc2ccc3c(c2)[C@]2(C(=O)N3)[C@H](C(=O)N3CCc4cc(OC)c(OC)cc4C3)[C@H]3C(=O)O[C@H](c4ccccc4)[C@H](c4ccccc4)N3[C@@H]2c2ccccc2OCCO)cc1 | i

Other structures follow:
SMILES	NFkB binder
CN1CCN(C(=O)C2=C[C@@H](c3ccc4c(c3)OCO4)C[C@@H](OCCCCO)O2)CC1	i
COc1ccc(NC(=O)Nc2ccc3c(c2)C(=O)N([C@@H](C)CO)C[C@H](C)[C@@H](CN(C)Cc2ccc(C(=O)O)cc2)O3)cc1	i
C[C@@H]1O[C@@H](OC[C@H]2O[C@@H](OCc3ccccc3)[C@H](O)[C@@H](O)[C@@H]2O)[C@H](O)[C@H](O)[C@H]1O	i
CC(C)NC(=O)N(C)C[C@H]1OCCCC[C@H](C)Oc2ccc(NS(C)(=O)=O)cc2C(=O)N([C@@H](C)CO)C[C@@H]1C	i
C[C@H]1CN([C@@H](C)CO)C(=O)Cc2cc(NC(=O)c3ccncc3)ccc2O[C@H]1CN(C)C(=O)NC1CCCCC1	i
COc1ccc(NC(=O)Nc2ccc3c(c2)C(=O)N([C@H](C)CO)C[C@H](C)[C@H](CN(C)Cc2ccc(C(=O)O)cc2)O3)cc1	i
CC(C)NC(=O)N(C)C[C@H]1Oc2ccc(NC(=O)CCN3CCOCC3)cc2C(=O)N([C@H](C)CO)C[C@@H]1C	i
C[C@@H]1CN([C@@H](C)CO)C(=O)Cc2cc(NC(=O)C3CC3)ccc2O[C@@H]1CN(C)C(=O)Nc1ccc(C(F)(F)F)cc1	i
C[C@@H]1CN([C@H](C)CO)C(=O)Cc2cc(NS(=O)(=O)c3ccc(Cl)cc3)ccc2O[C@H]1CN(C)S(=O)(=O)c1ccc(Cl)cc1	i
COc1cc2c(c(OC)c1OC)C[C@H]1COC(=O)[C@@H]1Cc1c-2cc(OC)c(OC)c1OC	i
CNC[C@H]1Oc2c(NS(=O)(=O)c3c(C)noc3C)cccc2C(=O)N([C@H](C)CO)C[C@H]1C	i
Cc1noc(C)c1S(=O)(=O)Nc1cccc2c1O[C@@H](CN(C)C(=O)Nc1cccc3ccccc13)[C@@H](C)CN([C@H](C)CO)C2=O	i
C[C@H](CO)N1C[C@H](C)[C@H](CN(C)C(=O)Nc2ccc3c(c2)OCO3)Oc2ccc(NS(=O)(=O)c3cccs3)cc2C1=O	i
CC(C)NC(=O)Nc1ccc2c(c1)CC(=O)N([C@@H](C)CO)C[C@@H](C)[C@H](CN(C)Cc1ccc(Cl)c(Cl)c1)O2	i
COc1ccc(NC(=O)C(=O)NCC(=O)Nc2ccc(C)cc2)cc1	i
COc1cc(C2c3c(oc4ccc(Cl)cc4c3=O)C(=O)N2Cc2ccco2)cc(Br)c1O (configuration not stated)	i
COC(=O)c1ccccc1NC(=O)COc1cc(C)c(Br)cc1C	i
C[C@H]1CCCCO[C@@H](CN(C)C(=O)c2ccncc2)[C@@H](C)CN([C@@H](C)CO)C(=O)c2cc(NS(=O)(=O)c3ccccc3)ccc2O1	i
C[C@@H]1CN([C@H](C)CO)C(=O)Cc2cc(NS(C)(=O)=O)ccc2O[C@H]1CN(C)C(=O)NC1CCCCC1	i
CC(=O)c1cccc(NC(=O)COc2ccccc2C(=O)Nc2ccccc2C#N)c1	i
CCCN(C)C[C@@H]1Oc2ncc(-c3ccccc3)cc2C(=O)N([C@H](C)CO)C[C@@H]1C	i
C[C@@H](NC(=O)/C(C#N)=C\c1ccc(O)c(O)c1)c1ccccc1	i
CC(C)NC(=O)N(C)C[C@@H]1OCCCC[C@@H](C)Oc2ccc(NS(C)(=O)=O)cc2C(=O)N([C@H](C)CO)C[C@H]1C	i
COc1ccc(NC(=O)CS(=O)(=O)c2ccc3ccccc3c2)cc1	i
Cc1ccc2nsnc2c1S(=O)(=O)NC(C)c1ccccc1 (configuration not stated)	i
Later entries.
SMILES	NFkB binder
O=C(CSc1nnc(-c2ccco2)o1)Nc1cccc(Cl)c1	i
Cc1ccc2nc(SCC(=O)Nc3ccc4c(c3)OCCO4)[nH]c2c1	i
C[C@@H]1CN([C@H](C)CO)C(=O)Cc2cc(NS(C)(=O)=O)ccc2O[C@@H]1CN(C)Cc1ccc(C(=O)O)cc1	i
COc1ccc(S(=O)(=O)N(C)C[C@H]2Oc3c(NC(=O)Nc4c(C)noc4C)cccc3C(=O)N([C@H](C)CO)C[C@@H]2C)cc1	i
C[C@H]1CN([C@@H](C)CO)C(=O)c2cccc(N(C)C)c2O[C@H]1CN(C)C(=O)NC1CCCCC1	i
C[C@@H]1CN([C@@H](C)CO)C(=O)CCCn2nncc2CO[C@H]1CN(C)Cc1ccc(Oc2ccccc2)cc1	i
C[C@H](CO)N1C[C@H](C)[C@@H](CN(C)C(=O)c2ccccc2)OCCCC[C@H](C)Oc2ccc(NS(=O)(=O)c3ccccc3)cc2C1=O	i
COc1ccc(S(=O)(=O)Nc2cccc3c2O[C@@H](CN(C)S(=O)(=O)c2cn(C)cn2)[C@H](C)CN([C@H](C)CO)C3=O)cc1	i
CNC[C@@H]1Oc2ncc(C#Cc3ccccc3)cc2C(=O)N([C@H](C)CO)C[C@@H]1C	+
CC(C)NC(=O)Nc1cccc2c1O[C@H](CN(C)S(=O)(=O)c1ccc(Cl)cc1)[C@@H](C)CN([C@H](C)CO)C2=O	i
O=C(NCc1ccco1)C1CC(c2ccccc2Cl)=NO1 (configuration not stated)	i
C[C@H](CO)N1C[C@H](C)[C@H](CN(C)C)Oc2ncc(-c3cccc(C(F)(F)F)c3)cc2C1=O	i
Cc1cc(NC(=O)c2nn3c(C(F)(F)F)cc(-c4ccccc4)nc3c2Cl)nn1CC(=O)N1CCOCC1	i
C[C@@H]1CN([C@@H](C)CO)C(=O)c2cc(N(C)C)ccc2O[C@H]1CN(C)CC1CCCCC1	i
O=C1O[C@H](c2ccccc2)[C@H](c2ccccc2)N2[C@H]1[C@@H](C(=O)NC[C@H](O)c1ccccc1)[C@]1(C(=O)Nc3ccccc31)[C@H]2c1ccc(OCCO)cc1	i
C[C@@H]1CCCCO[C@@H](CN(C)S(=O)(=O)c2ccc(F)cc2)[C@H](C)CN([C@@H](C)CO)C(=O)c2cc(NC(=O)CCC(F)(F)F)ccc2O1	i
CNC[C@@H]1OCCCC[C@@H](C)Oc2ccc(NC(=O)Nc3ccc(C(F)(F)F)cc3)cc2C(=O)N([C@@H](C)CO)C[C@@H]1C	i
C[C@H](CO)N1C[C@H](C)[C@H](CN(C)S(=O)(=O)c2ccccc2)Oc2ncc(C#CC(C)(C)O)cc2C1=O	i
CCOC(=O)C1=CC[C@@H](c2ccccc2)[C@@H]1C(=O)c1ccc(OC)cc1	i
C[C@@H]1CCCCO[C@@H](CN(C)S(=O)(=O)c2ccc(F)cc2)[C@H](C)CN([C@@H](C)CO)C(=O)c2cc(NC(=O)CCCN(C)C)ccc2O1	i
C[C@H]1CN([C@@H](C)CO)C(=O)CCCn2nncc2CO[C@H]1CN(C)C	i
C[C@H]1CN([C@@H](C)CO)C(=O)c2cccc(NC(=O)NC3CCCCC3)c2O[C@H]1CN(C)C(=O)Nc1ccc(C(F)(F)F)cc1	i
C=C[C@@H](O)[C@H]1CC(c2ccccc2)=NO1	i
Cc1cc(C(=O)Nc2cccc3c2O[C@H](CN(C)C(=O)Nc2c(C)noc2C)[C@@H](C)CN([C@H](C)CO)C3=O)n(C)n1	i
C[C@@H]1CN([C@H](C)CO)C(=O)c2cccc(N(C)C)c2O[C@H]1CN(C)Cc1ccc(Cl)c(Cl)c1	i
(more compounds)
SMILES	NFkB binder
CNC[C@H]1OCCCC[C@@H](C)Oc2ccc(NC(=O)c3ccccc3)cc2C(=O)N([C@@H](C)CO)C[C@H]1C	i
CCCCC/C=C/C=C1/C(=O)C=C[C@@H]1C/C=C\CCCC(=O)O	i
C[C@@H]1CN([C@H](C)CO)C(=O)Cc2cc(NC(=O)Cc3ccccc3)ccc2O[C@@H]1CN(C)C(=O)Nc1ccc2c(c1)OCO2	i
O=[N+]([O-])c1ccc(NCCNC(=S)Nc2ccc(Cl)cc2)nc1	i
C[C@@H]1CCCCO[C@@H](CN(C)S(=O)(=O)c2ccccc2)[C@H](C)CN([C@@H](C)CO)C(=O)c2cc(NC(=O)NC3CCCCC3)ccc2O1	i
C[C@H]1CN([C@@H](C)CO)C(=O)c2cccc(NS(=O)(=O)c3cn(C)cn3)c2O[C@@H]1CN(C)C(=O)NC1CCCCC1	i
C[C@H](CO)N1C[C@H](C)[C@@H](CN(C)S(=O)(=O)c2cccs2)Oc2c(NC(=O)c3nc4ccccc4s3)cccc2C1=O	i
COc1ccc(/C=C/C(=O)O[C@H]2[C@H](OC3C4O[C@]4(CO)[C@H]4C(O[C@@H]5O[C@H](CO)[C@@H](O)[C@H](O)[C@H]5O)OC=C[C@@H]34)O[C@@H](C)[C@H](O)[C@H]2O)cc1 (some centres not stated)	i
Cc1ccc(S(=O)(=O)Nc2cccc3cccnc23)c([N+](=O)[O-])c1	i
CC(C)NC(=O)Nc1ccc2c(c1)C(=O)N([C@H](C)CO)C[C@H](C)[C@@H](CN(C)S(=O)(=O)c1ccccc1)OCCCC[C@@H](C)O2	i
C[C@H]1CN([C@@H](C)CO)C(=O)Cc2cc(NC(=O)CCC(F)(F)F)ccc2O[C@@H]1CN(C)C(=O)Nc1ccccc1	i
CSc1cccc(NC(=O)CN(c2ccc(F)c(Cl)c2)S(C)(=O)=O)c1	i

Bioassay records (PubChem BioAssay)
